H9c2 TAG inh: inhibitors of triacylglycerol accumulation, primary screen, cell-based, uHTS, fluorescence, H9c2; AID 651582, 2012; inhibition, % at 12.5 µM; 0.66% of 230,000 active; H9c2 cells, Nile Red lipid (TAG) fluorescence; cells loaded with 200 µM oleic acid;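 active = pattern-corrected inhibition of lipid staining of at least 50% with the nuclear-stain viability signal not falling by more than 50%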;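 note: 0% = DMSO wells and 100% = triacsin C control wells; some results filed as inactive read as strong as hits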
H9c2 TAG inh DAPI viability: recorded beside H9c2 TAG inh, whose call it bears; DAPI nuclei signal change (viability), lower = more cytotoxic, %;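 whole-well DAPI fluorescence read on a plate reader as a viability signal; minus 50 percent equals half of cells still viable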
* marks the source's active call; other numbers are inactive results. Not all compounds are listed; the hit share may differ from the screen's.

SMILES	H9c2 TAG inh	H9c2 TAG inh DAPI viability
COc1ccccc1CC(NC(C)=O)C(=O)N1CCN(C(=O)c2cccs2)CC1 (stereo not drawn)	-7	-9
CO/N=C(/CNC(=O)c1ccccc1Cl)c1ccc(Cl)cc1	8	-15
COC(=O)c1ccc2c(=O)[nH]c(CCl)nc2c1	-3	-8
COc1ccc(-c2ccc3c(N)c(C(=O)NC(C)C)sc3n2)cc1OC	17	-2
CC(Nc1cc(N2CCN(S(=O)(=O)N(C)C)CC2)ccc1[N+](=O)[O-])c1ccccc1 (stereo not drawn)	4	-10
Cc1ccc(S(=O)(=O)N(C)C)cc1NC(=O)COC(=O)CN1C(=O)c2ccccc2C1=O	-5	1
CC(C)CCNC(=O)NC(=O)COC(=O)/C=C/c1cc(Br)ccc1F	1	-5
O=C(c1ccccc1)c1ccc(Oc2ccc([N+](=O)[O-])cc2[N+](=O)[O-])cc1	-13	-5
CC1=CC(C)(C)[N+](C)(C)c2ccc(C)cc21	-7	10
Cc1ccc(-c2nnc(CCC(=O)NCc3csc(C)n3)o2)s1	-1	-1
CC(=O)c1cccc(NC(=O)/C(=C\c2cccnc2)NC(=O)c2ccco2)c1	-4	-3
N#Cc1cnc2nc1NCCCCCCC2	10	5
O=C(O)c1ccc2nc(CO)[nH]c2c1	0	9
O=C1C(Cc2ccccc2)Nc2ncnc(N3CCN(c4ccccc4)CC3)c2N1Cc1ccc(Br)cc1 (stereo not drawn)	-13	-11
COCCn1nnnc1SCC(=O)c1ccc(F)cc1	-10	8
CN(c1ccccc1)S(=O)(=O)c1cccc(NC(=O)CCNC(=O)c2ccco2)c1	-17	4
COc1cccc(-c2cnc(C(O)c3ccc(C)cc3)[nH]2)c1 (stereo not drawn)	9	-7
O=C(NCCCN1CCN(Cc2ccccc2)CC1)C1CCN(S(=O)(=O)N2CCC3(CC2)OCCO3)CC1	-28	7
CN=C(Nc1ccc2c(c1)OCO2)SC1CC(=O)N(c2ccccc2)C1=O (stereo not drawn)	17	-14
CC1CC(C)CN(CCCNC(=O)c2cn(C)c3ccc(S(=O)(=O)N4CCCC4)cc3c2=O)C1 (stereo not drawn)	2	5
CN1CCN(c2ccc(NC(=O)c3ccc(Br)o3)cc2)CC1	3	2
CC(=O)N(C(C)=O)c1ccc(Oc2ccc(Oc3ccc(N(C(C)=O)C(C)=O)cc3)cc2)cc1	4	5
N=c1c2c(ncn1CCCO)Oc1ccc3ccccc3c1C2c1ccccc1 (stereo not drawn)	12	2
O=C(Nc1cccc(Cl)c1Cl)Nn1cnnc1	13	-16
CC(=O)NC(c1cccs1)c1cc(Br)c2cccnc2c1O (stereo not drawn)	20	-11
CC(C)(C)NC(=O)C[C@H]1C[C@H](C(=O)N2CCCCC2)[C@@]2(C)c3[nH]c4cc(-c5ccco5)ccc4c3CCN2C1=O	4	5
COC(=O)c1nc(N)sc1-c1ccc(Cl)c(Cl)c1	14	1
CCOc1c2ccc(C(=O)N[C@H](C)C3CCCCC3)cc2nn1CCOC	22	3
Cc1ccc(C(O)c2ncc(-c3cccc4ccccc34)[nH]2)c(C)c1 (stereo not drawn)	-12	-13
CC1CCCC(NC(=O)COC(=O)CCSc2ccccc2)C1C (stereo not drawn)	-11	7
Cc1csc(=NC(=O)c2ccccc2)n1CCO	-3	14
CC(NC(=O)CN(C)CC(=O)Nc1cccc(F)c1)c1ccccc1 (stereo not drawn)	-13	0
O=C1CN(C(=O)/C=C/c2ccco2)c2ccccc2N1	-1	1
COc1ccc(/C=N\NS(=O)(=O)c2ccc(C)cc2)cc1COc1ccccc1[N+](=O)[O-]	-11	-9
Cc1ccc(C)c(N2C(=O)CN=C2Nc2ccccc2Cl)c1	-13	-8
COc1ccc(S(=O)(=O)N2CCCCCC2)cc1C(=O)N(C)Cc1c(F)cccc1Cl	-1	-12
CCCCN1CCC(COC(=O)c2cc(Cl)c(N)c3c2OCCO3)CC1	13	-3
COc1ccc(CSc2nnnn2C)cc1F	0	0
COc1ccc(SC[C@H](Cc2ccccc2)N2CC[C@@H](NC(=O)OCc3ccccc3)CCC2=O)cc1	-24	3
CCOc1ccc(N(CC(=O)O)S(=O)(=O)c2ccc(F)cc2)cc1	-14	11

Full records as entered above. Order of values: H9c2 TAG inh	H9c2 TAG inh DAPI viability
`COc1ccc(S(=O)(=O)N2CCCCCC2)cc1C(=O)N(C)Cc1c(F)cccc1Cl` is listed as -1	-12
`CC(C)(C)NC(=O)C[C@H]1C[C@H](C(=O)N2CCCCC2)[C@@]2(C)c3[nH]c4cc(-c5ccco5)ccc4c3CCN2C1=O` is listed as 4	5
`CC(=O)N(C(C)=O)c1ccc(Oc2ccc(Oc3ccc(N(C(C)=O)C(C)=O)cc3)cc2)cc1` is listed as 4	5
`COC(=O)c1nc(N)sc1-c1ccc(Cl)c(Cl)c1` is listed as 14	1

(next part)
SMILES	H9c2 TAG inh	H9c2 TAG inh DAPI viability
CCN(CC)c1cc2nc(C)n(Cc3ccccc3)c(=O)c2cc1NC(=O)C1CC1	25	-15
CN(C(=O)c1cccc(C#N)c1)c1nnc(-c2cnccn2)s1	-9	-6
O=C(OCC(=O)N1CCCCCC1)c1ccc([N+](=O)[O-])cc1Cl	-3	8
O=C(Cn1cncn1)N/N=C/c1ccccc1O	-4	-12
CCOC(=O)C1(Cc2ccccc2C)CCCN(C(=O)c2ccc3nccnc3c2)C1 (stereo not drawn)	9	-2
Cc1cc(NC(=O)CCCN2C(=O)/C(=C/c3ccccc3Cl)SC2=S)no1	15	1
CCN(CC)S(=O)(=O)c1ccc(C)c(N=C=S)c1	-6	5
O=[N+]([O-])c1cc([N+](=O)[O-])c(Oc2cc(F)cc(F)c2F)cc1NN1CCCCC1	14	-8
Cc1ccc2[nH]c3c(=O)n(Cc4ccccn4)cnc3c2c1	7	-9
Cc1ccc(NC(=O)COC(=O)CC2CCCC2)cc1F	-9	3
COCCNC(=O)C(C)Oc1ccc(Cl)cc1Cl (stereo not drawn)	12	-9
O=C(COc1ncnc2ccc(Br)cc12)N1CCOCC1	-11	7
Cc1ccc(-n2c(N)c(C#N)c(-c3ccccc3)c(C#N)c2=O)cc1	-5	0
Cc1cc(C)n(CC(=O)N2CCCC(C(=O)c3cccc(OC(C)C)c3)C2)n1 (stereo not drawn)	4	-3
CCCc1c(-c2ccc(O)cc2)nn(-c2ccc(O)cc2)c1-c1ccc(O)cc1	-21	-2
COc1ccc(CNC(C)C2COc3ccccc3O2)c(OC)c1 (stereo not drawn)	-11	11
CCOc1ccc(N2CC(C(=O)NCCN3C(=O)S/C(=C\c4cccnc4)C3=O)CC2=O)cc1 (stereo not drawn)	-5	1
CCOc1ccccc1NC(=O)Nc1ccc(Br)cn1	-7	15
Cc1ccc(NC(=O)CN(C)C(=O)c2ccc(NS(=O)(=O)c3cccc([N+](=O)[O-])c3)cc2)cc1	8	-5
Cc1ccc(NC(=O)C(C)N2C(=O)c3ccccc3C2=O)cc1S(=O)(=O)N1CCOCC1 (stereo not drawn)	-4	16

Pulled by compound from above:
SMILES	H9c2 TAG inh	H9c2 TAG inh DAPI viability
Cc1cc(C)n(CC(=O)N2CCCC(C(=O)c3cccc(OC(C)C)c3)C2)n1 (stereo not drawn)	4	-3
O=C(COc1ncnc2ccc(Br)cc12)N1CCOCC1	-11	7

Further results
SMILES	H9c2 TAG inh	H9c2 TAG inh DAPI viability
CC(C)C(=O)Nc1ccc(N2CCN(S(C)(=O)=O)CC2)cc1	-4	6
Cc1nnc(SC2CC(=O)N(c3ccccc3)C2=O)s1 (stereo not drawn)	-19	-3
Cc1ccc(Cn2c(C)c(C(=O)NCC(C)C)sc2=O)cc1	0	-4
Cc1ccccc1CN1CCN(C(=O)c2cccc(F)c2)CC1	13	-12
O=S(=O)(N/N=C1/CC(c2ccccc2)Oc2ccccc21)c1ccccc1 (stereo not drawn)	-15	-4
Cc1cc(C(=O)NC2CCCc3c2cnn3-c2cccc(C)c2C)n(C)n1 (stereo not drawn)	-16	0
CCn1c(C)nc2cc(C(=O)N/N=C/c3cccc(OC)c3O)ccc21	11	-19
CN(C)C(=O)CSc1nc2ccccc2c(=O)[nH]1	16	-8
O=C(Nc1cccnc1)C1(F)C(F)(F)C(F)(F)C(F)(F)C(F)(F)C1(F)F	-8	3
C=CCNC(=O)C(C)Sc1ccc(Cl)cc1 (stereo not drawn)	-4	-8
COc1ccccc1CN1Cc2cccc3c2[C@@H](CC1=O)[C@H](O)[C@H](O)C3	-1	-15
O=S(=O)(c1cccc2cccc(Cl)c12)N1CCCC1	-16	6
COc1ccccc1C(C)NCC(=O)Nc1ccccc1C(F)(F)F (stereo not drawn)	-5	10
CC(=O)Cc1nsc(NC(=O)c2ccc(COc3ccc(C)cc3)o2)n1	-4	-11
CN(C(=O)c1ccc(N2CCCCC2)c([N+](=O)[O-])c1)C1CCS(=O)(=O)C1 (stereo not drawn)	5	16
Cc1ccc(-c2csc(=S)[nH]2)cc1	14	-7
COc1ccc(S(=O)(=O)Nc2cccc3c2O[C@H](CN(C)Cc2ccccc2)[C@@H](C)CN([C@H](C)CO)C3=O)cc1	-9	-12
CC(C)(C)NC(=O)Cc1ccc(Cl)c(Cl)c1	-9	9
COc1ccc(-c2cc(=O)c3ccccc3[nH]2)cc1	-76	-2
O=C(CCOc1ccccc1)N1CCCC(Nc2ccccc2)C1 (stereo not drawn)	-5	11

Single entries from above.
For H9c2 TAG inh, CCOc1ccc(N2CC(C(=O)NCCN3C(=O)S/C(=C\c4cccnc4)C3=O)CC2=O)cc1 (stereo not drawn) shows -5
For H9c2 TAG inh DAPI viability, COc1ccc(CSc2nnnn2C)cc1F shows 0
For H9c2 TAG inh DAPI viability, CCN(CC)S(=O)(=O)c1ccc(C)c(N=C=S)c1 shows 5
For H9c2 TAG inh, Cc1ccc(NC(=O)C(C)N2C(=O)c3ccccc3C2=O)cc1S(=O)(=O)N1CCOCC1 (stereo not drawn) shows -4
For H9c2 TAG inh, Cc1ccc(C(O)c2ncc(-c3cccc4ccccc34)[nH]2)c(C)c1 (stereo not drawn) shows -12
For H9c2 TAG inh, CCOc1ccc(N(CC(=O)O)S(=O)(=O)c2ccc(F)cc2)cc1 shows -14
For H9c2 TAG inh DAPI viability, Cc1ccc(-c2csc(=S)[nH]2)cc1 shows -7

Carrying on.
SMILES	H9c2 TAG inh	H9c2 TAG inh DAPI viability
Cc1cc(-n2ccc(=O)[nH]c2=O)nc(-c2ccccc2)n1	12	4
COc1cccc(/C=C2/CN(C)CC3=C2OC(N)=C(C#N)C3c2cccc(OC)c2)c1 (stereo not drawn)	-6	-5
Nc1c2c(=O)oc(-c3ccccc3)cc2nn1-c1ccccc1	10	15
Cc1ccc(CN2CCN(C3CCCC3)C(CCO)C2)s1 (stereo not drawn)	1	-7
CC(=O)c1sc(-c2ccccc2)cc1NS(=O)(=O)c1ccccc1	-3	6
CCOc1ccccc1N1C(=O)CC(N(O)c2ccccc2)C1=O (stereo not drawn)	-5	4
CN1C(=O)C(=O)/C(=C(/O)c2ccc(Br)cc2)C1c1cccc([N+](=O)[O-])c1 (stereo not drawn)	6	2
CCOC1(OCC)C(c2ccc(Cl)cc2)C(C#N)(C#N)C1(OCC)OCC (stereo not drawn)	35	-6
O=C(Nc1ccccc1)C1=C[C@H](c2csc3ccccc23)C[C@H](OCc2ccc(CO)cc2)O1	-64	-3
CC(=O)Nc1ccc(S(=O)(=O)N[C@@H](C)C(=O)N(C)Cc2cccs2)cc1	10	1
Cc1ccc(Nc2nnns2)cc1	3	7
O=c1ncn(-c2cccc([N+](=O)[O-])c2)c2ccccc12	-5	0
Cc1ccc(CNC(=O)C2CC(c3ccccc3C(F)(F)F)=NO2)o1 (stereo not drawn)	3	0
CCCCCn1nc(C(=O)N(CC(C)C)c2c(N)n(CCCC)c(=O)[nH]c2=O)c2ccccc2c1=O	6	-9
CCN(CC1CCCO1)C(=O)c1cc(COc2ccc(F)cc2F)on1 (stereo not drawn)	-2	-3
O=C(COC(=O)c1ccc(Br)o1)NCc1ccc2c(c1)OCO2	-11	0
CC(=Nc1ccccc1)C1=C(O)CCCC1=O	-10	0
COCc1cc(C)nc(Oc2ccccc2)c1C#N	3	6
CCOCC(=O)N(CC)Cc1ccccc1	9	2
Cc1ccc(CNC2=NCCCCC2)n1C	7	-10
CC(/C=C/c1ccc(O)cc1)=N/O	0	0
O=C(NC1CCCc2ccccc21)c1n[nH]c(=O)c2ccccc12 (stereo not drawn)	3	-4
Cc1ccc(C2C=NN(c3ccccc3)C2=O)cc1 (stereo not drawn)	4	-3
C=CC[C@H](CC(=O)N(CCO)Cc1ccccc1)C(=O)N[C@H](C)COC(=O)[C@@H](CC=C)Cc1ccc(F)cc1	-1	-7
O=C(Nc1nnc(CCN2CCCCC2)s1)c1ccc(Cl)cc1Cl	22	-10
Cc1ccc(C(=O)C(C)OC(=O)C2CCN(c3ccc(C(F)(F)F)cn3)CC2)cc1C (stereo not drawn)	-38	0
COc1cccc(OC)c1C1=CC(=O)C[C@H](c2ccc3c(c2)OCO3)C1	-13	-2
CC[n+]1ccc(C)c2cc(S(=O)C(F)(F)F)ccc21 (stereo not drawn)	-9	-8
O=C(CSc1nnc(NC(=O)c2c(F)cccc2F)s1)NCC1CCCO1 (stereo not drawn)	3	0
CC1(C)CC(=O)C(C(=O)CCCCC(=O)C2C(=O)CC(C)(C)CC2=O)C(=O)C1	-4	-11
COc1ccc(/C=C2\N=C(c3ccccc3)NNC2=O)cc1	18	-12
CCOc1ccc(C(=O)COC(=O)Cn2cnc3c2c(=O)n(C)c(=O)n3C)cc1	-17	-7
CCOC(=O)c1c(C)[nH]c(N=Nc2ccc(OC)cc2)c1C	-32	2
C#CCOCCOCCOCCNc1nc(N2CCN(C(=O)Cn3cc(CCO)nn3)CC2)nc(N2CCN(C(=O)Cn3cc(CCCCN)nn3)CC2)n1	-7	0
COc1ccc(N2C(=O)NC(NC(=O)c3cccnc3)(C(F)(F)F)C2=O)cc1 (stereo not drawn)	-1	1
CCN(CC)C(=O)c1cc2c(=O)n3cccc(C)c3nc2n1C	12	10
CC(C)OC(=O)C(CC(=O)O)NCc1ccccc1 (stereo not drawn)	-2	8
CCOC(=O)C1(CCOc2ccccc2)CCN(Cc2cccc(OCCO)c2)CC1	-10	7
O=C(CSc1ncn(-c2ccccc2)n1)c1cccs1	-30	9

Screens from PubChem.
